# PI5P4K alpha inh: PI5P4K alpha (human) kinase inhibition; P48426; PI5P4Kalpha enzyme, ADP-Glo luminescence, 60 min; stronger effect = lower value; max response, %; hit rate 1.2% among 330,000; AID 652105; active = max response of -50% or lower; inconclusive = between -30% and -50%; inactive = -30% or higher; also: value at the top dose of about 77 µM; % is scaled to controls: 0 for no effect and ±100 for the full control effect
#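 Single end-point luminescence (ADP-Glo) quantified ADP from PI5P4Kalpha turnover; ATP 5 microM final, 1 h at RT, 0.1% CHAPS and 0.28 mM EGTA in HEPES pH 7.4.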
# Abeta yeast res: restores growth of yeast expressing A-beta42 peptide; yeast expressing A-beta42, growth rescue, OD600, 48 h; response scale: 0% DMSO, 100% iron-clioquinol control; Potency, µM (doses to about 46.1 µM), for the others: top-dose growth rescue, usual class: activators; hit rate 0.063% among 410,000; also: potency is read from the fitted curve at half-maximal effect; nearly all actives have a fitted effect of over 55% in size
#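 Yeast A-beta toxicity model in growth medium with pinned compounds, 48 h at 30 C; growth read as absorbance at 600 nm. Normalized to FeCl3/clioquinol equimolar mix (positive) and DMSO (negative).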
# FUS suppressor: suppressors of FUS proteinopathy in yeast | S. cerevisiae FUS-expressing, growth rescue, OD600, 24 h | Potency, µM (doses to about 76.6 µM), for inactives: at the top dose growth rescue (activation), hits mostly activators | hit rate 0.24% among 390,000 | AID 1347120;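 also: potency is read from the fitted curve at half-maximal effect; plate controls were DMSO vehicle for no effect and reference control for full effect; nearly all actives have a fitted effect of over 55% in size; some results filed as inactive show a strong effect at the top dose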
#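 Cultures pregrown in 2.5% raffinose medium are shifted to minimal medium containing 2% galactose to express toxic FUS. Compounds are tested at several concentrations. After 24hr at 30C, growth is quantified at 600 nm absorbance.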
# aSyn rescue: inhibitors of alpha-synuclein toxicity in yeast; hit rate 0.14% among 370,000; Potency, µM (highest dose often 46.1 µM), for the others: at the highest dose growth rescue (activation), actives largely listed as activators; AID 652106; Yeast expressing alpha-synuclein, growth rescue, BacTiter-Glo, 24 h; also: potency is read from the fitted curve at half-maximal effect; % of control where 0% means no effect; nearly all actives have a fitted effect of over 65% in size
#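 Readout is rescue of growth in alpha-synuclein-expressing yeast, so inhibitors of toxicity appear as activators. Growth after 24 hr at 30 deg C in galactose medium is quantified by luminescence.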
# WRN inhibitor: WRN helicase (human) inhibition. hit rate 0.46% among 360,000. WRN helicase unwinding, fluorescent forked duplex, kinetic. Q14191. Potency, µM (titrated, usually from 114 µM), without a hit: at the highest dose activity change, negative = inhibition, hits mostly inhibitors; also: potency is read from the fitted curve at half-maximal effect; % is scaled to controls: 0 for no effect and ±100 for the full control effect; nearly all actives have a fitted effect of over 55% in size
# Target sequence (Q14191 whole entry, looked up): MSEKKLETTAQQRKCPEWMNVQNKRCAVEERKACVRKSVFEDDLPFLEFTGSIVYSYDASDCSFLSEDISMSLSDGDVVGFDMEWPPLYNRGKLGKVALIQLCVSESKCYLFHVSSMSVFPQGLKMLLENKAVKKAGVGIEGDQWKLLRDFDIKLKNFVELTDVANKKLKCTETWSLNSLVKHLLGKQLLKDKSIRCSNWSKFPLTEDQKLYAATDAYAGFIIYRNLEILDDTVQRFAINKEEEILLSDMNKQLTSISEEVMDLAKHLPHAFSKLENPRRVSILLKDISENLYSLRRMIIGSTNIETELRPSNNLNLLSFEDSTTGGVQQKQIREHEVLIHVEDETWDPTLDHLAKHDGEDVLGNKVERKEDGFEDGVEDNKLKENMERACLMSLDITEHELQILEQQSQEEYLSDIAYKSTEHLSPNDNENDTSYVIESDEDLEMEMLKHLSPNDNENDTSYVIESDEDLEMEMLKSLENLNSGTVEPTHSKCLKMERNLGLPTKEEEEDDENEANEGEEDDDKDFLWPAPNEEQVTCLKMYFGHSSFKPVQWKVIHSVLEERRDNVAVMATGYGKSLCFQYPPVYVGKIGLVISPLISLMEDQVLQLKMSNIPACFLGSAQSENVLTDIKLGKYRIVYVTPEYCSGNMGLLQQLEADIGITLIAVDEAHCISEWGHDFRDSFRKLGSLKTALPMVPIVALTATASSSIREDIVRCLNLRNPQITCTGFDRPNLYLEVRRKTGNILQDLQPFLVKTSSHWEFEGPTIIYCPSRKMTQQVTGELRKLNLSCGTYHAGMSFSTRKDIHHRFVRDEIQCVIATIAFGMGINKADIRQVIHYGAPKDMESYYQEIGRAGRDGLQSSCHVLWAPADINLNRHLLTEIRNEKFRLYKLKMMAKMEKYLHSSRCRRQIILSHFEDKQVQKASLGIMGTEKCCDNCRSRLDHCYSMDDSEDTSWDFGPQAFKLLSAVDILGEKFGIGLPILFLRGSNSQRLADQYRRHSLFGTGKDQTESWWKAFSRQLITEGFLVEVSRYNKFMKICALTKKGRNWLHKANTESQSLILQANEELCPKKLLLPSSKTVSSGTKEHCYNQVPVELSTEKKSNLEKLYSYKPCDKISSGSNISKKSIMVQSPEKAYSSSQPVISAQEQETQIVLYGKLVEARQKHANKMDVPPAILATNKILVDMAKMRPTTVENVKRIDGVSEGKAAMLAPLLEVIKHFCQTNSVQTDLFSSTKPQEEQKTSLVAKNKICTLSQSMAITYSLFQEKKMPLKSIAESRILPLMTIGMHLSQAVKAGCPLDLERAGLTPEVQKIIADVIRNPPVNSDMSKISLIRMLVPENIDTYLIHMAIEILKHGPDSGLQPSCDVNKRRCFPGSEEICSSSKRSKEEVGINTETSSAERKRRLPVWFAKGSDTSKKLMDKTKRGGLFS
#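 Kinetic red-fluorescence monitoring (525/598 nm) tracks WRN helicase activity after 100 nM fluorophore-quencher forked duplex and 2 mM ATP are added to 20 nM enzyme pretreated 15 min at room temperature with compound.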
# EPAC1 antag: blocks human EPAC1 exchange factor. O95398. EPAC1 GEF assay, Rap1b-BODIPY-GDP exchange fluorescence. Potency, µM (doses to about 115 µM), without a hit: top-dose activity change, negative = inhibition, usual class: inhibitors. hit rate 0.14% among 360,000. AID 720709;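 also: potency is read from the fitted curve at half-maximal effect; plate controls were vehicle for no effect and positive control for full effect; nearly all actives have a fitted effect of over 50% in size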
# EPAC1 agonist: activates human EPAC1 exchange factor | O95398 | EPAC1 agonist qHTS, biochemical assay; response scale: 100% = response to 6.5 mM cAMP | Potency, µM (doses to about 154 µM), without a hit: top-dose activation, usual class: activators | hit rate 0.073% among 360,000; also: potency is read from the fitted curve at half-maximal effect; nearly all actives have a fitted effect of over 60% in size
#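 Compounds were pinned as a concentration titration into mixtures of EPAC1 (100 nM), BODIPY-GDP-loaded Rap1B (250 nM) and GDP (50 uM). After 5 min at room temperature, fluorescence was followed for 30 min; activity was scaled to 6.5 mM cAMP.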
# IL-2 act: activates IL-2 in a cell-based reporter assay; hit rate 0.065% among 360,000; AID 652025; IL-2 activation reporter assay, cell-based qHTS; stimulated with anti-CD3/CD4/CD28 beads; in transgenic mouse T cells; activation, % (series mostly up to about 46 µM); in the data active = activation above about 50%; inconclusive = mostly about 30% to 49%; also: 0% is about no effect
#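 Unstimulated transgenic mouse T cells preincubated 60 min with compound, then stimulated with anti-CD3/anti-CD4-coated beads plus anti-CD28 for 18 h at 37 degrees C. IL-2 response read as EGFP and DsRed fluorescence by plate cytometry.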
# PLK1 PBD inh: PLK1 (human) polo-box domain binding inhibition; P53350; Plk1 PBD binding of FITC phosphopeptide, fluorescence polarization; Potency, µM, without a hit: max response, negative = inhibition, most hits filed as inhibitors; hit rate 2.8% among 360,000; AID 720504; also: potency is read from the fitted curve at half-maximal effect; series mostly up to about 57 µM; % is scaled to controls: 0 for no effect and ±100 for the full control effect; nearly all actives have a fitted effect of over 65% in size
# The depositor's hits bear a star; ? = inconclusive; . = no result given; [ ] = another dose, or the depositor's remark. Unless noted, calls follow the shape of the dose curve; as a rule, active = well fitted curve in the direction sought with a large enough effect; inconclusive = small, poorly fitted or top-dose-only effect, or another doubt; inactive = no such curve, though single readings can be large; an effect the other way counts as inactive or inconclusive.
# Second line of a record – PI5P4K alpha inh	Abeta yeast res	FUS suppressor	aSyn rescue	WRN inhibitor	EPAC1 antag	EPAC1 agonist	IL-2 act	PLK1 PBD inh
CS(=O)(=O)Nc1nc2n(n1)C(c1ccccc1)CC(c1ccccc1)N2 (configuration not stated)
  8	2%	-14%	-4%	-4%	10%	8%	-3.1	3%
CN(CC1CCCO1)S(=O)(=O)c1ccc(C(=O)Nc2nnc(-c3ccccc3)o2)cc1 (configuration not stated)
  -14	17%	17%	1%	-3%	21%	-16%	-0.3	-23%
Cc1ccc(C)c(NC(=O)c2c(Cl)nc3ccccn23)c1
  -4	-4%	12%	-1%	-1%	0%	6%	-3.3	-18%
O=C(NCCNS(=O)(=O)c1ccccc1)N1CCOCC1
  .	0%	-16%	0%	1%	-1%	5%	-0.9	-6%
CCOc1cccc2sc(N(CCN(C)C)C(=O)c3ccc4c(c3)OCCO4)nc12
  -2	0%	.	-7%	-31%	7%	6%	-0.6	0%
CCNC(=O)CCSc1nc2cc(Cl)ccc2o1
  -6	6%	-1%	4%	-11%	12%	-11%	0.0	-6%
N#CCCN(C(=O)CSc1ccc2c(c1)OCCO2)c1ccc(F)cc1
  -3	0%	17%	2%	-9%	0%	-6%	-0.1	?
CSc1nncn1/N=C/c1ccccc1F
  3	-15%	10%	-13%	11%	10%	2%	-2.7	-6%
COc1ccc(N2CCN(C(=O)c3ccc(Br)o3)CC2)cc1
  -5	6%	.	8%	0%	8%	-2%	-2.1	-6%
COc1ccc2c(c1)CCCN2C(N)=O
  .	10%	-5%	1%	-7%	-9%	8%	-0.7	-14%
O=C1CNC(=O)/C(=C/c2ccco2)N1
  1	-22%	39%	4%	-13%	-17%	13%	1.4	-14%
O=C1CCc2cc(S(=O)(=O)Nc3ccc(F)cc3)cc3c2N1CC3
  3	2%	-3%	2%	-6%	-10%	4%	0.0	8%
CCC(C)C(NC(=O)OC(C)(C)C)C(=O)NC(C(=O)NC(C)C(N)=O)C(C)C (configuration not stated)
  3	9%	0%	1%	1%	-16%	-15%	0.1	-9%
COCC(C)n1c(SCC(=O)NCCC2=CCCCC2)nc2ccccc2c1=O (configuration not stated)
  4	6%	25%	9%	-4%	-17%	8%	-1.1	5%
Cc1cc(C(=O)CSc2nc(N)cc(=O)[nH]2)c(C)n1CC1CCCO1 (configuration not stated)
  -1	7%	44%	-5%	-8%	11%	14%	-0.1	-15%
C[C@@H]1CN([C@H](C)CO)C(=O)CCCn2nncc2CO[C@H]1CN(C)C(=O)c1ccncc1
  5	2%	23%	2%	-7%	-29%	-4%	-0.4	-3%
COc1cc(CC(=O)OCC(=O)N2CC(=O)Nc3ccccc32)cc(OC)c1OC
  0	-18%	-3%	-3%	-2%	-27%	-2%	-2.6	-5%
Cn1c(=O)oc2cc(S(=O)(=O)N3CCCC(C(=O)Nc4nccs4)C3)ccc21 (configuration not stated)
  1	11%	-15%	9%	3%	11%	-10%	-0.6	1%
O=C(NCCc1c[nH]c2ccccc12)N[C@@H](Cc1ccccc1)C(=O)O
  -1	-5%	-18%	-2%	-1%[57.1 µM]	11%	-2%	0.4	-19%
CC1(c2ccc([N+](=O)[O-])cc2)Nc2ccccc2S1 (configuration not stated)
  7	?	-3%	10%	-3%	-5%	10%	-2.0	6.7µM*
Cn1c(=O)c2c(nc(CN3CCN(C(=O)c4ccco4)CC3)n2Cc2cccc(Cl)c2)n(C)c1=O
  .	13%	24%	5%	19%	-4%	-2%	-1.5	-7%
CCn1c(=O)cc(N2CCCCC2)[nH]c1=O
  0	-9%	.	-1%	-30%	0%	-1%	-3.6	-9%
COc1cc(C(=O)NCc2ccc3[nH]c(C)cc3c2)cc(OC)c1OC
  -1	?	-22%	6%	0%	-19%	-12%	0.8	4%
Cc1ccc(NC(=O)CN(C)C(=O)Cn2ccsc2=N)cc1
  -1	-1%	4%	-6%	-10%	7%	8%	0.1	-17%
Clc1ccc(-c2nnnn2-c2ccc(Cl)cc2)cc1
  -8	-11%	1%	-5%	-11%	0%	1%	0.1	-7%
CCCCn1c(=O)[nH]c(=O)c2c1nc(COc1ccc(C#N)cc1)n2CCC
  9	3%	4%	2%	-4%	11%	-4%	0.4	-4%
COc1cc2c(c3oc(-c4ccccc4)cc(=O)c13)C=CC(C)(C)O2
  -3	-27%	?	9%	7%	-8%	-10%	-0.5	-5%
O=C(OCc1cn([C@@H]2CN(Cc3cccs3)[C@@H](c3ccc(Cl)cc3)C[C@H]2O)nn1)c1ccccc1
  5	2%	?	18%	-6%	1%	-5%	-2.9	-4%
COc1ccccc1CNC(=O)COC(=O)c1ccncc1
  -5	7%	12%	1%	-23%	6%	-3%	-0.5	-7%
O=C(COC(=O)c1ccccn1)Nc1nccs1
  -1	-3%	10%	-7%	-2%	-3%	6%	-2.0	-9%

# The list continues:
# Second line of a record – PI5P4K alpha inh	Abeta yeast res	FUS suppressor	aSyn rescue	WRN inhibitor	EPAC1 antag	EPAC1 agonist	IL-2 act	PLK1 PBD inh
c1ccc(CN(Cc2cccs2)C(c2cccs2)c2nnnn2C2CCCC2)cc1 (configuration not stated)
  1	14%	-2%	9%	-6%	2%	-2%	-0.1	0%
OCCN1CCOCCN(CCO)CCOCC1
  9	-4%[9.22 µM]	-29%	2%	-13%	?	6%	-0.5	-3%
O=c1cc(O)nc[nH]1
  1	-8%	-16%	1%	2%	16%	4%	-4.0	-1%
C/C=C/c1ccc(OCC(O)CN(C)Cc2ccc(SC)cc2)c(OC)c1 (configuration not stated)
  1	6%	7%	-6%	-1%	7%	10%	-0.4	-7%
Cc1ccccc1-c1nc(CS(=O)(=O)CC(=O)N2CCc3ccccc3C2)c(C)o1
  -4	-4%	31%	?	1%	?	-4%	0.4	-14%
O=C(NCC1CCCO1)c1nn2c(C(F)(F)F)cc(-c3cc(Br)cs3)nc2c1Br (configuration not stated)
  -8	-6%	-11%	2%	-15%	6%	3%	5.8	20%
CC(=O)c1cn(-c2ccc(Cl)cc2)c(=O)n(Cc2ccc(F)cc2)c1=O
  -1	-17%	12%	2%	-5%	-11%	-9%	2.4	-4%
COc1ccc(/C=N/NC(=O)c2ccc(Cl)cc2)cc1Cn1cc(Cl)cn1
  -8	-14%	10%	5%	-24%	-9%	11%	-0.7	4%
O=C(N/C(=C\c1ccco1)C(=O)N1CCCC1CO)c1ccccc1 (configuration not stated)
  0	16%	30%	9%	-2%	10%	14%	1.6	-24%
Cc1ccc(S(=O)(=O)N(Cc2ccc(C(F)(F)F)cc2)C(=O)N2CCN(C)CC2)cc1
  -2	17%	-17%	5%	7%	4%	0%	-2.2	-1%
CC(C)NC(C(=O)Nc1cc(Cl)cc(Cl)c1)c1ccccc1 (configuration not stated)
  18	0%	2%	2%	-3%	?	6%	-0.4	-1%
Oc1ccc(C2C[C@H]3CC[C@@H]2C3)cc1O (some centres not stated)
  3	?	25%	3%	-6%	-31%	-6%	-2.0	?
Cc1ccc(CNC(=O)C2CCCN(S(=O)(=O)c3c(C)noc3/C=C/N(C)C)C2)cc1 (configuration not stated)
  -3	-1%	37%	-1%	-10%	-19%	5%	-0.8	-12%
CCC(c1nnnn1C1CCCC1)N(Cc1cccs1)Cc1cc2cc(C)ccc2[nH]c1=O (configuration not stated)
  8	13%	22%	3%	-12%	-1%	14%	0.6	-4%
COc1ccc(C(=O)NCC(=O)N2CCC(Cc3ccccc3)CC2)cc1OC
  -4	-10%	17%	0%	11%	9%	5%	-2.2	-9%
Cc1ccc2c(=O)cc(C(=O)NCCc3ccc(S(N)(=O)=O)cc3)oc2c1
  -78*	-2%	8%	-5%	?	7%	5%	-2.9	-22%
COc1ccc(C(=O)C[n+]2cccc3cc(C)ccc32)cc1
  -3	2%	1%	1%	0%	-2%	7%	-1.7	-10%
Cc1nnc(SCC(=O)Nc2ccc3c(c2)COC3=O)n1-c1ccccc1
  -5	-10%	15%	-2%	-4%	1%	-17%	-2.6	1%
CCCCc1sc(-c2c(C#N)c(N)nc3c2CCCCC3)cc1[N+](=O)[O-]
  .	-3%	21%	0%	-15%	-7%	6%	-1.9	2%
COCCCNc1nc2c(-c3ccc(C)cc3)nnn2c2ccccc12
  6	-17%	-17%	-6%	-3%	0%	2%	0.9	-15%
Cc1ccc(NC(=O)Nc2c(C)n(C)n(-c3ccccc3)c2=O)cc1C
  ?	-26%	4%	7%	?	9%	0%	1.8	21µM*
CCc1ccccc1OCC(=O)OCC(=O)N1CC(=O)Nc2ccccc21
  2	0%	5%	-8%	-2%	-9%	-7%	-0.2	-9%
CN1C(=O)C(C)(C)c2cc(S(=O)(=O)N3CCCC(C(=O)NCc4ccc(Cl)cc4)C3)ccc21 (configuration not stated)
  -3	6%	25%	0%	-5%	-1%	6%	-0.2	-2%
COc1ccc(NC(=S)N2CCNC(=O)C2CC(=O)Nc2ccc(C)cc2)cc1 (configuration not stated)
  10	9%	15%	5%	-29%[57.1 µM]	3%	6%	7.6	-9%
Cc1ccnc(NC(=O)CNC(=O)c2ccco2)c1
  -12	13%	-3%	1%	-14%	-6%	-15%	-0.3	1%
Cc1c(C(=O)O)cccc1-c1ccc(/C=C2/NC(=O)N(c3ccccc3)C2=O)o1
  1	3%	19%	-7%	-19%	-7%	-1%	-1.8	-18%
CCOc1cc(/C=C2/NC(=O)N(CC(=O)OC)C2=O)ccc1O
  6	-5%	5%	0%	-7%	15%	11%	-0.2	0%
COc1ccccc1CNC(=O)C1CCC(CNC(=O)[C@@H]2Cc3ccccc3CN2)CC1 (some centres not stated)
  -2	-3%	0%	-4%	-5%	-1%	2%	3.5	-14%
